High-throughput results from PubChem.
Rat MKP-3 inhibitors = MKP-3 phosphatase inhibitors, primary screen, biochemical, rat enzyme, in vitro (AID 425). Dual specificity protein phosphatase 6 (Rattus norvegicus). recombinant MKP-3 phosphatase activity, fluorescence; higher % means a stronger effect. inhibition, % at 20 µM, or IC50 in µM where a hit was titrated. actives 0.17% (n = 110,000); in the data active means inhibition above about 50%;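 further: plate controls were vehicle for no effect and reference inhibitor for full effect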
Hsp70 inhibitors = Hsp70 inhibitors, probe displacement, primary screen, biochemical, fluorescence polarization (AID 583). one-dose displacement, % at 20 µM; IC50 in µM for titrated hits. Hsp70 fluorescence polarization probe displacement, mP; higher % means a stronger effect. actives 0.06% (n = 140,000). Heat shock 70 kDa protein 1A (Homo sapiens); in the data active means displacement above about 50%;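 further: plate controls were vehicle for no effect and reference ligand for full effect; a part of the inactive calls stands beside numbers as strong as those of hits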
* = called active by the depositor; . = not tested or not shown; & = joins results of further samples. This is a subset (hit frequency here may not be typical).

smiles	Rat MKP-3 inhibitors	Hsp70 inhibitors
CCOC(=O)CSc1cc(=O)n(C)c2cc(Cl)ccc12	-9.4%	4.4%
Cc1c(/C(O)=C2\C(=O)C(=O)N(CCN(C)C)C2c2cccnc2)cnn1-c1ccccc1 (centres undefined)	-1.5%	5.1%
COC(=O)c1c(C)oc2ccc(OCc3ccccc3Br)cc12	-1.5%	-2.2%
COc1ccc(/C=C(/NC(=O)c2ccco2)C(=O)Nc2ccc(C(C)=O)cc2)cc1	2.5%	3.2%
Cc1cc(-n2c(C)cc(C=O)c2C)ccc1Br	3.7%	5.0%
Cc1nnc(SCC(=O)N2CCN(S(=O)(=O)c3ccc(Cl)cc3)CC2)n(N)c1=O	-1.3%	-0.2%
CC(=O)NCCc1ccc(S(=O)(=O)N2CCCC2)cc1	-10.8%	0.2%
Cc1ccc(/C(O)=C2/C(=O)C(=O)N(Cc3cccnc3)C2c2ccccn2)cc1 (centres undefined)	-5.2%	-2.7%
COc1ccc(N2CCN(C(=O)CSc3ncccc3-c3nc4ccccc4[nH]3)CC2)cc1	-2.4%	-2.1%
O=C(CCNS(=O)(=O)c1ccc(Br)s1)N1CCCCC1	-5.5%	5.9%
CCOC(=O)C1CCCN(C(=O)Cc2ccc(Cl)cc2)C1 (centres undefined)	.	-6.6%
Cc1c(C(=O)N2CCCCC2)sc(N)c1C#N	-8.3%	-2.4%
Cc1ccc(NC(=O)CN(c2cc(Cl)cc(Cl)c2)S(C)(=O)=O)cc1	-0.2%	-0.7%
CC(C)(C)c1ccccc1OCCCCCCN1CCOCC1	-0.8%	0.2%
COC(=O)c1ccc(N2C(=O)c3ccc(C(=O)c4ccc5c(c4)C(=O)N(c4ccc(C(=O)OC)cc4)C5=O)cc3C2=O)cc1	1.0%	3.3%
Cn1c(=O)cc(OCCCC(=O)NCCN2CCN(c3ccccc3F)CC2)c2ccccc21	-5.2%	1.2%
CCOC(=O)N1CCC(NC(=O)CCC(=O)N2CCOc3ccc(C)cc32)CC1	-3.7%	2.6%
CCOC(=O)c1c(C)[nH]c(C(=O)COC(=O)c2ccc(F)c(S(=O)(=O)N3CCOCC3)c2)c1C	0.7%	-1.5%
COc1ccccc1C(=O)Nc1ccc2c(c1)OCO2	-6.7%&0.4%	1.5%
CC(=O)Oc1cccc(C(=O)Nc2cc(C)on2)c1	1.6%	1.0%

(list continues)
smiles	Rat MKP-3 inhibitors	Hsp70 inhibitors
CCOC(=O)Cc1c(C)c2c(O)cc(O)cc2oc1=O	-1.2%	5.2%
CCOC(=O)N1CCN(S(=O)(=O)c2ccc(OC)c3ccccc23)CC1	-11.1%	-2.8%
COc1cccc(Nc2nc(-c3ccc(O)cc3)cs2)c1	.	3.6%
CCCNC(=O)NCc1ccc(N2CCCC2=O)cc1	.	0.7%
COc1ccc(C[n+]2cccc(C(=O)Nc3c(C)cccc3C)c2)cc1OC	3.8%	-3.1%
Cn1c(=O)[nH]c(=O)c2c1nc(CN1CCN(c3ccc(F)cc3)CC1)n2CCc1ccccc1	.	-3.2%
Cc1ccc(S(=O)(=O)c2c(C)nn(C(C)(C)C)c2OC(=O)c2cccs2)cc1	1.8%	1.1%
COC(=O)c1cccc(N(C(=O)CNC(=O)c2ccco2)C(C(=O)NC2CCCC2)c2ccco2)c1 (centres undefined)	-0.5%	0.3%
COc1ccc(OC)c(S(=O)(=O)Nc2cc(OC)c(Cl)cc2OC)c1	-6.6%	0.5%
O=C(O)C1C(C(=O)Nc2ccccc2)C2C=CC1C21CC1 (centres undefined)	3.5%	-4.4%
COCCCNC(=O)CN(Cc1ccc(Cl)cc1)S(C)(=O)=O	-1.3%	2.3%
COc1ccccc1NC(=O)CC(NCc1ccccc1)C(=O)O (centres undefined)	0.1%	3.5%
COc1ccccc1/C=C1\SC(=S)N(CCC(=O)Nc2cccc(C)c2)C1=O	0.3%	0.4%
Cc1ccc(NCc2cccnc2)cc1	.	0.7%
O=C(N/N=C\c1ccc(OC(=O)c2ccc3c(c2)OCO3)cc1)c1ccc([N+](=O)[O-])cc1	-0.6%	-0.2%
COc1cccc(C2=NOC(C(=O)NCc3ccccn3)C2)c1 (centres undefined)	-5.6%	0.6%
Cc1ccc(S(=O)(=O)N2CCC(C(=O)N[C@@H](C)C(=O)Nc3ccc4c(c3)OCO4)CC2)cc1	3.4%	-1.3%
CN(C)c1ccc(C(=O)c2ccccc2C(=O)O)c(O)c1	-6.3%&-3.3%	-2.5%&-0.7%
O=C(CSc1nnc(CCc2nc3ccccc3[nH]2)n1-c1ccccc1)NCc1ccccc1	.	0.9%
Cc1cc(-n2c(SCC(=O)NCc3cccs3)nc3n[nH]c(C)c3c2=N)ccc1Cl	-1.8%	3.5%

Pulled one by one from the entries so far (3):
smiles	Rat MKP-3 inhibitors	Hsp70 inhibitors
O=C(O)C1C(C(=O)Nc2ccccc2)C2C=CC1C21CC1 (centres undefined)	3.5%	-4.4%
Cc1ccc(S(=O)(=O)c2c(C)nn(C(C)(C)C)c2OC(=O)c2cccs2)cc1	1.8%	1.1%
Cn1c(=O)[nH]c(=O)c2c1nc(CN1CCN(c3ccc(F)cc3)CC1)n2CCc1ccccc1	.	-3.2%

Next section
smiles	Rat MKP-3 inhibitors	Hsp70 inhibitors
COc1ccc(Br)cc1C(=O)O	3.5%	-0.1%
CCSc1nnc(NC(=O)c2ccc(Br)cc2)s1	-8.9%	0.0%
COc1ccccc1-c1cc(N)n[nH]1	7.5%	-3.7%
Cc1ccccc1NC(=O)CC1CCCCC1	2.2%	-8.6%
NC1=NC(=O)CC(C(=O)Nc2cccc([N+](=O)[O-])c2)S1 (centres undefined)	1.4%	-1.3%
CN(Cc1ccccc1)C(=O)CCSc1nc(-c2ccc3c(c2)OCO3)cc(C(F)(F)F)n1	.	11.5%
COc1cccc(OC)c1C(=O)Nc1ccc(S(=O)(=O)Nc2cc(C)nc(C)n2)cc1	-2.9%	-0.6%
CCN(CC)CCCNC(=O)Cn1cc2c(n1)CCC(C)C2 (centres undefined)	-3.0%	0.5%
O=C(O)COc1ccc2ccc(=O)oc2c1	2.8%	5.8%
O=C(CSc1nc2ccccc2s1)NC(c1ccccc1)c1ccccc1	1.4%	7.5%
CCOC(=O)N1CCN(C(=O)c2nc3ccccc3s2)CC1	4.3%	-6.3%
COc1ccccc1N1CCN(C(=O)COc2ccc(C)cc2C)CC1	1.8%	-3.0%
COc1ccccc1C(c1nnnn1CC1CCCO1)N1CCC(C(N)=O)CC1 (centres undefined)	.	0.1%
COc1ccccc1NC(=O)CN1CCN(c2ccccn2)CC1	.	-3.0%
CCc1ccccc1NC(=O)c1ccncc1	2.3%	0.2%
CCOC(=O)c1c(C)[nH]c(C(=O)COC(=O)c2ccc(N3CCCC3=O)cc2)c1C	-7.8%	5.5%
CCOc1ccc(-n2c(SCC(=O)NCc3ccco3)nc3c([nH]c4ccccc43)c2=O)cc1	.	-0.4%
Cc1csc(NC(=O)CSc2nnc(CCNC(=O)c3cccs3)n2C)n1	.	2.5%
Cc1ccc(/C=N/N2CCN(Cc3ccc(Cl)cc3)CC2)s1	4.1%	-4.1%
COc1ccc(/C(C)=N/n2cnnc2)cc1	-2.0%	-1.7%

Remaining list, next part:
smiles	Rat MKP-3 inhibitors	Hsp70 inhibitors
CC(C)COc1ccc(C(=O)Nc2ccc3oc(-c4cccnc4)nc3c2)cc1	-1.5%	1.5%
Cc1noc(C)c1CSc1nnc2scc(-c3ccccc3)n12	-6.6%	1.4%
COc1ccc(C(=O)NC2(C(F)(F)F)N=C3SCCN3C2=O)cc1 (centres undefined)	-3.3%	3.7%
Cc1ccc2c(c1)NC(=O)C(CC(=O)Nc1ccc(CN3CCC(C)CC3)cc1)O2 (centres undefined)	-13.2%	13.8%
COCCN(C(=O)C(F)(F)F)C(C(=O)NC1CCCCC1)c1ccco1 (centres undefined)	-3.8%	-1.2%
NC(=O)c1c(N)sc2c1CCCCCC2	-1.8%	2.1%
Cc1cc(C)cc(NC(=O)Cc2ccc([N+](=O)[O-])cc2)c1	0.4%	5.9%
N#Cc1ccc(NC(=O)N2CCC(c3nc4c(nnn4Cc4cccc(Cl)c4)c(=O)[nH]3)CC2)cc1	-8.8%	-0.6%
CCOC(=O)C1NN=C(C(=O)c2ccccc2)C1c1ccccc1 (centres undefined)	1.9%	0.2%
O=S(=O)(c1ccccc1)N1CCN(Cc2ccccn2)CC1	1.9%	-1.6%
Cc1c(NC(=O)C(C)Oc2ccc(Cl)cc2Cl)c(=O)n(-c2ccccc2)n1C (centres undefined)	-0.2%	-2.4%
CCOC(=O)/C(C#N)=C\C1=C(N2CCCC2)CC(C)(C)OC1	.	3.2%
O=C(CSc1nnc(-c2ccccc2)o1)Nn1cnnc1	-7.9%	1.7%
COc1cc(/C=N/N2C(=O)CSC2=S)ccc1OCCOc1cc(C)ccc1C(C)C	-1.5%	-1.6%
O=C(NCCc1ccccc1)c1ccc(I)cc1	1.8%	1.6%
COc1ccc(CCNC(=O)CN2C(=O)c3ccccc3C2=O)cc1	.	2.3%
CCOC(=O)C1=C(C)N=c2s/c(=C\C=C\c3ccco3)c(=O)n2C1c1ccc(OC)cc1 (centres undefined)	-0.4%	-8.2%
CCn1nnc(-c2ccccc2NS(=O)(=O)c2ccc(S(=O)(=O)N3CCCCCC3)cc2)n1	-2.5%	-1.4%
Cc1ccc(-n2c(CNc3ccc(F)cc3)nnc2SCC(=O)N2CCOCC2)cc1	.	2.0%
O=C(N/N=C/c1ccc(/C=N/NC(=O)Nc2ccccc2)cc1)Nc1ccccc1	1.3%	-1.9%

Next records follow:
smiles	Rat MKP-3 inhibitors	Hsp70 inhibitors
O=C(O)/C(S)=C\c1ccc(Cl)cc1	-0.3%	5.0%
COc1cc2[nH]c(=O)n(CCCCCC(=O)N3CCN(c4ccccn4)CC3)c(=O)c2cc1OC	4.7%	1.2%
Cc1cccc(OCC(=O)Nc2ccc3oc4ccccc4c3c2)c1	3.7%	-2.1%
CC1CC(C)CN(CCCNC(=O)CC2Oc3ccccc3NC2=O)C1 (centres undefined)	-3.7%	-0.4%
COC(=O)C(C)Sc1nnc(Cc2cc(=O)[nH]c(=O)[nH]2)n1-c1ccc(OC)cc1 (centres undefined)	-3.1%	0.9%
Cc1nc(SCc2c(F)cccc2Cl)n[nH]1	-1.7%	5.7%
O=C1c2ccccc2C(=O)N1C1C(=O)N(c2ccc(Br)cc2)C1c1ccccc1 (centres undefined)	-0.4%	-0.9%
Cc1c(NC(=O)COc2ccc(F)cc2)c(=O)n(-c2ccccc2)n1C	3.6%	1.4%
O=C(CCNC(=O)Cn1ccc2ccccc2c1=O)NCCN1CCc2ccccc2C1	-7.1%	8.9%
Cn1cc(Cl)c(C(=O)NC2CCCC2)n1	-4.4%	-3.2%
CC(=O)c1ccc(Nc2ccc([N+](=O)[O-])cc2[N+](=O)[O-])cc1	-1.5%	-1.7%
CN1CC=C2C(C#N)=C(N)C(C#N)(C#N)C(c3ccsc3)C2C1 (centres undefined)	.	28.7%
COCCCNC(=O)CC(=O)N/N=C/c1cccc(OC)c1OC	-0.1%	-6.1%
Nc1ncnc2oc(-c3ccco3)c(-c3ccco3)c12	-10.4%	3.8%
CCCCOc1ccc(N2C(=O)c3cccc4cccc(c34)C2=O)cc1	1.3%	-3.1%
Cc1ccc(NCCC(=O)c2ccc(Cl)cc2)cc1	0.4%	2.5%
O=C(OCC(=O)N1CCCc2ccccc21)c1ccc(Br)o1	-13.2%	-2.7%
COc1ccccc1N1CCN(CC(=O)Nc2ccc(C)c(F)c2)CC1	14.9%	1.1%
CNC(=O)CSc1nnc(CCc2ccccc2)n1-c1ccccc1	-20.9%	2.4%
CCn1nc(C)c(NC(=O)CSc2nnc(-c3ccco3)n2C)c1C	-11.4%	-1.9%

(list continues)
smiles	Rat MKP-3 inhibitors	Hsp70 inhibitors
COc1ccccc1C1c2c(oc3ccc(Cl)cc3c2=O)C(=O)N1c1cc(C)on1 (centres undefined)	4.9%	0.9%
Cn1c(Cn2c(=O)sc3ccccc32)nnc1SCc1ccc(F)cc1	7.7%	-2.0%
O=C(CSc1nc2sc3c(c2c(=O)n1Cc1ccco1)CCC3)N1CCc2ccccc21	-7.5%	0.1%
Cc1cc(C)n(-c2nc(N(c3ccccc3)c3ccccc3)nc(-n3nc(C)cc3C)n2)n1	1.4%	5.8%&7.3%
O=C(COc1ccccc1[N+](=O)[O-])Nc1cccc(-c2nc3ncccc3o2)c1	3.0%	-2.4%
COc1ccc(NC(=O)CSc2nnc(C3CCCCC3)o2)c(OC)c1	.	8.8%
O=Cc1ccc(OC(=O)c2sc3ccccc3c2Cl)cc1	4.0%	1.8%
CC(C)(O)P(C)(=O)c1ccccc1 (centres undefined)	-5.3%	3.8%
COc1ccc(CCNS(=O)(=O)c2ccc([N+](=O)[O-])cc2)cc1	2.4%	-0.3%
c1ccc(-c2noc(COc3ccc4c(c3)OCO4)n2)cc1	-11.6%	1.0%
COc1ccccc1N=c1oc2c(OC)cccc2cc1C(=O)NCc1ccco1	9.2%	-4.5%
CC1(C)OC(=O)C(=CNn2cnc3ccccc3c2=O)C(=O)O1	10.5%	-0.1%
CCOP(=O)(OCC)c1nc2c(C)cccc2c(Nc2ccccc2C)c1Cl	2.9%	-1.1%
CC(=O)Oc1ccc2occ(C(=O)c3cccs3)c2c1	-2.9%	-2.0%

2 entries from above in another layout:
Order of values: Rat MKP-3 inhibitors | Hsp70 inhibitors
O=Cc1ccc(OC(=O)c2sc3ccccc3c2Cl)cc1
→ 4.0% | 1.8%
CC(C)(O)P(C)(=O)c1ccccc1 (centres undefined)
→ -5.3% | 3.8%
